From PubChem BioAssay
MBD2 DNA inh: inhibitors of human MBD2 binding to methylated oligonucleotide. TR-FRET. AID 686964. 0.31% of 370,000 active. inhibition, % at 4.4 µM; in the data active = inhibition above about 13%
GC-B act: GC-B (human) receptor activation | P20594 | HEK293-GC-B cells, CNP EC30, cGMP TR-FRET; 0% at EC30 CNP, 100% saturating CNP | activation, % at 10 µM | 0.11% of 370,000 active;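 active = activation at 10 µM reaching about 35% in either raw or pattern-adjusted values, limit read from the data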
Target sequence (P20594 whole entry, looked up): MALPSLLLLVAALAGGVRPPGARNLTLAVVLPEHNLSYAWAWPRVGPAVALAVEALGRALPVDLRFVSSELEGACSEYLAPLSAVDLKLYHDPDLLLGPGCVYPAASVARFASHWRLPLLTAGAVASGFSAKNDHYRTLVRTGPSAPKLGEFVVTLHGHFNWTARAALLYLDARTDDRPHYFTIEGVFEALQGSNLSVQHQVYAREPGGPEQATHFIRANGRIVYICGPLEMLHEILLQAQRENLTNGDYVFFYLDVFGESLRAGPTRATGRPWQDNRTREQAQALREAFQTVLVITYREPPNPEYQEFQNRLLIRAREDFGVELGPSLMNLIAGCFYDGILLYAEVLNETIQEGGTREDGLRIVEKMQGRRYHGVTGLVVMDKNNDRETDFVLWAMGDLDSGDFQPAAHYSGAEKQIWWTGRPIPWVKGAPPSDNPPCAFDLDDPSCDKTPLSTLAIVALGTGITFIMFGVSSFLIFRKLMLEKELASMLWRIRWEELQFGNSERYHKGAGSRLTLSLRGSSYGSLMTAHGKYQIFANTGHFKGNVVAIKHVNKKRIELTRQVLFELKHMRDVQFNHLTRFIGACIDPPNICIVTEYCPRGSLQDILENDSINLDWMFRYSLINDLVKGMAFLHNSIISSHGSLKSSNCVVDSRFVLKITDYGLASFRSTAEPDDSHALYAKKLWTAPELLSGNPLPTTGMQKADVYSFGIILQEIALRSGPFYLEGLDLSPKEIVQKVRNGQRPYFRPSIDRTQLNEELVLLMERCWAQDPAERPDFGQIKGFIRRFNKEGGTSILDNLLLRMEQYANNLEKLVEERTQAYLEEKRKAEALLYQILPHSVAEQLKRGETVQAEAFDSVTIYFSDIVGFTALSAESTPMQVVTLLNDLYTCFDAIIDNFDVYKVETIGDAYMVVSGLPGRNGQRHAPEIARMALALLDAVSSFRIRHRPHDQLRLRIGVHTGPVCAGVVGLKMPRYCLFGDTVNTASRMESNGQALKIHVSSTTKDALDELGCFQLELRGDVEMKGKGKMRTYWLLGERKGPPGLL
GC-A act: GC-A (human) enzyme activation; activation, % at 10 µM; 0.14% of 370,000 active; AID 1671463; P16066; HEK293 GC-A cells, cGMP TR-FRET, EC30 ANP; 0% at EC30 ANP, 100% saturating ANP; in the data active = activation above about 40%
UHRF1 MBD2 ctr: blocks human UHRF1 binding to methylated DNA; UHRF1 binding to methylated oligo, TR-FRET; inhibition, % at 4.4 µM; 0.75% of 370,000 active; AID 687016; in the data active = inhibition above about 21%;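 note: UHRF1 SRA domain binding a hemimethylated CpG hairpin DNA probe; 0% = median of test compound wells and 100% = reference inhibitor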
PRMT1 inh: PRMT1 (human) inhibition, primary screen. 1.3% of 370,000 active. AID 652257. Q99873. recombinant PRMT1, activity-based probe fluorescence polarization. inhibition, % at 2.79 µM;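 active = inhibition above about 21% made by adding two undisclosed values, limit read from the data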
SIAE inh: human SIAE inhibition, primary screen; inhibition, % at 9.66 µM; 0.69% of 370,000 active; AID 1053197; Q9HAT2; SIAE FP-Rh probe binding, fluorescence polarization;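 active = inhibition above a cutoff: mean of compounds within the control limits plus 3 SD of those, cut at about 17% in these data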;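 note: 0% = plate median of compound wells and 100% = probe without SIAE protein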
HTRA1 inh: inhibitors of human serine peptidase HTRA1. recombinant HTRA1, FP-rhodamine activity-based probe, fluorescence polarization. inhibition, % at 5.96 µM. 0.5% of 340,000 active. AID 504803; in the data active = inhibition above about 36%;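 note: 0% = enzyme with DMSO and 100% = wells lacking enzyme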
TCR-CD3 inh: inhibitors of human TCR-CD3 interaction; AID 651800; TAMRA-labeled TCR probe fluorescence, biochemical; 0.37% of 360,000 active; inhibition, % at 9.4 µM; in the data active = inhibition above about 19%;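 note: recombinant mutant TCR 2C K166C tagged with TAMRA read by polarization; 0% = receptor in buffer alone and 100% = receptor with positive control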
mABHD4 FP: inhibitors of mouse ABHD4; inhibition, % at 8.92 µM; 0.54% of 370,000 active; purified mABHD4, FP-Rh probe fluorescence polarization; Q8VD66; AID 720543;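 active = inhibition exceeding the mean over every tested compound plus 3 SD, cut at about 30% in these data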;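 note: 0% = plate median of compound wells and 100% = S159A mutant with DMSO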
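Doses – 8.92 µM, single dose · Material – wild-type mouse ABHD4 protein · Replication – single well per compound (singlicate) · Measure – percent inhibition of probe binding, normalized to plate controls · Schedule – 45 min compound pre-incubation plus 60 min probe step, 25 °C · Detection – fluorescence polarization with parallel and perpendicular emission, 525/598 nm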
rCAG binder: binds r(CAG) RNA repeats. 1.3% of 370,000 active. inhibition, % at 3 µM. r(CAG) RNA repeat, TO-PRO-1 dye displacement fluorescence. AID 651821;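 active = inhibition above the plate cutoff, the mean of all test compounds on that plate plus 3 SD, cut at about 35% in these data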;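 note: 0% = DMSO alone and 100% = 100 µM mitoxantrone as full dye displacement; higher means more dye released from RNA so lower well fluorescence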
The depositor's hits bear a star; . = not tested or not shown. Only part of the results is shown; count on the stated rates, not on these rows.

Order of values: MBD2 DNA inh	GC-B act	GC-A act	UHRF1 MBD2 ctr	PRMT1 inh	SIAE inh	HTRA1 inh	TCR-CD3 inh	mABHD4 FP	rCAG binder
Cc1oc(C)c(C(N)=O)c1C(N)=O
  -2	8	0	5	-1	-3	7	3	-3	0
CC(C)(C)NC(=O)C1CCCN(S(=O)(=O)c2ccc(-n3cnnn3)cc2)C1 (stereo unspecified)
  1	4	-1	1	1	9	-3	3	-4	1
CN(C(=O)C1CCN(c2ncnc3c2nc2n3CCCCC2)CC1)C1CCCCC1
  1	-3	2	0	-4	-5	0	5	-5	-12
CCC(C)(C)NC(=O)c1ccc2c(c1)N(CC(=O)NC1CCCC1)C(=O)C(C)(C)O2
  -5	3	0	-4	-6	-3	-6	11	2	-2
Cc1ccc(C)c(NC(=S)N2CCC(NC(=O)c3ccccc3)CC2)c1
  -2	-7	1	2	0	-1	12	-1	-2	1
O=C(NCCNS(=O)(=O)c1ccc(Cl)cc1)c1cc(OCC(F)(F)F)ccc1OCC(F)(F)F
  8	-4	-2	2	5	1	-3	-5	-13	-2
CCOC(=O)c1sc(=NC(=O)c2ccc(OC(C)C)cc2)n(C)c1C
  -1	2	36	1	4	9	-2	2	0	-3
N#C/C(=C1\CCCN1)c1nc(-c2ccccc2)cs1
  -1	-1	-29	-2	3	-1	-8	2	3	6
O=C1C(=O)N(c2nccs2)C(c2ccccc2F)/C1=C(\O)c1ccc2c(c1)OCCO2 (stereo unspecified)
  9	-4	7	23*	7	-8	1	10	10	19
O=C1CCc2cc(S(=O)(=O)N3CCCCC3)cc3c2N1CCC3
  -2	0	0	0	0	11	-7	8	-2	-1
C[C@@H]1CN([C@H](C)CO)C(=O)CCCn2cc(nn2)CO[C@H]1CN(C)C(=O)Nc1ccc2c(c1)OCCO2
  1	-6	-2	-2	1	10	2	-1	3	-1
Cc1cc(Cl)ccc1NC(=O)C(=O)N/N=C/c1ccc2c(c1)OCO2
  1	1	-4	-2	-2	-6	8	5	1	-1
O=C(CSc1nnc2scc(-c3ccccc3)n12)NCC1CCCO1 (stereo unspecified)
  -7	-3	-5	-1	-2	4	0	-2	2	0
Cc1c(C(=O)N2CCN(c3ccccn3)CC2)sc2ncnc(N3CCOCC3)c12
  4	1	1	5	0	0	5	4	4	-7
O=C1N(c2ccccc2)C(c2ccccc2)N2CCCN12 (stereo unspecified)
  0	0	4	-2	-1	1	5	1	5	1
CCN(Cc1ccccc1)C(=O)c1cc(-c2ccc(OC)c(OC)c2)nc2ccccc12
  2	4	1	-2	0	-1	-45	2	-7	-5
O=C(NCCCCNC(=O)c1ccc(Br)cc1)c1ccc(Br)cc1
  3	-1	-4	-1	-2	-1	4	6	4	0
Cc1cc(C(=O)CSc2n[nH]c(N)n2)c(C)n1C1CC1
  4	8	6	-2	-4	5	-1	-3	2	6
O=C(N[C@H]1CCC(=O)N(CCSc2ccc(Br)cc2)CC1)OCc1ccccc1
  5	2	-2	-1	-2	-2	-27	7	-10	-5
O=C(NCc1ccc2c(c1)OCO2)c1c(O)nc2sccn2c1=O
  -1	-4	-5	3	-4	4	1	-2	4	1
CCOC(=O)N1CCN(Cc2ccc3c(c2)OCO3)CC1
  -5	1	2	3	0	8	16	-1	7	-2
COc1ccc(-c2c(-c3ccccc3OC)sc3ccccc23)cc1F
  1	-7	-5	-4	-1	-7	.	0	-6	8
COCc1cc(N2CCN(C(=O)OC(C)(C)C)C[C@@H]2C)ccc1N1CC[C@H](O)C1
  -7	5	3	-5	58*	9	.	6	35*	10
Cc1onc(-c2ccccc2)c1C(=O)OCCOc1cccc(Cl)c1
  0	4	-8	2	4	-1	-18	4	-7	-5
O=C(c1cccs1)N(c1cccc(Cl)c1)C1C=CS(=O)(=O)C1 (stereo unspecified)
  1	1	-1	0	1	-2	2	-1	3	0
O=C(COC(=O)c1ccc(F)cc1Cl)NC1CC1
  1	-3	1	2	2	-5	-2	-6	-2	0
CC(C)(C)CC(C)(C)NC(=O)/C=C/C(=O)O
  1	4	-1	2	1	-14	2	1	-1	0
Cc1ccc(SCC(=O)OCC(=O)NC2CCCCCC2)cc1
  2	-1	0	-2	-3	-4	7	6	-5	-6
CC1(C(=O)NS(=O)(=O)c2ccccc2C(F)(F)F)CCN1C(=O)CC1CCCC1 (stereo unspecified)
  7	2	0	6	8	-1	.	0	0	9
OCCNc1nc2ccccc2n1-c1ccccc1
  -7	4	0	2	0	3	-3	4	1	-1

A different layout for part of the listing above.
canonical_smiles | MBD2 DNA inh | GC-B act | GC-A act | UHRF1 MBD2 ctr | PRMT1 inh | SIAE inh | HTRA1 inh | TCR-CD3 inh | mABHD4 FP | rCAG binder
Cc1c(C(=O)N2CCN(c3ccccn3)CC2)sc2ncnc(N3CCOCC3)c12 | 4 | 1 | 1 | 5 | 0 | 0 | 5 | 4 | 4 | -7
O=C1N(c2ccccc2)C(c2ccccc2)N2CCCN12 (stereo unspecified) | 0 | 0 | 4 | -2 | -1 | 1 | 5 | 1 | 5 | 1
CCN(Cc1ccccc1)C(=O)c1cc(-c2ccc(OC)c(OC)c2)nc2ccccc12 | 2 | 4 | 1 | -2 | 0 | -1 | -45 | 2 | -7 | -5
O=C(NCCCCNC(=O)c1ccc(Br)cc1)c1ccc(Br)cc1 | 3 | -1 | -4 | -1 | -2 | -1 | 4 | 6 | 4 | 0
Cc1cc(C(=O)CSc2n[nH]c(N)n2)c(C)n1C1CC1 | 4 | 8 | 6 | -2 | -4 | 5 | -1 | -3 | 2 | 6
O=C(N[C@H]1CCC(=O)N(CCSc2ccc(Br)cc2)CC1)OCc1ccccc1 | 5 | 2 | -2 | -1 | -2 | -2 | -27 | 7 | -10 | -5
O=C(NCc1ccc2c(c1)OCO2)c1c(O)nc2sccn2c1=O | -1 | -4 | -5 | 3 | -4 | 4 | 1 | -2 | 4 | 1
CCOC(=O)N1CCN(Cc2ccc3c(c2)OCO3)CC1 | -5 | 1 | 2 | 3 | 0 | 8 | 16 | -1 | 7 | -2
COc1ccc(-c2c(-c3ccccc3OC)sc3ccccc23)cc1F | 1 | -7 | -5 | -4 | -1 | -7 | . | 0 | -6 | 8
COCc1cc(N2CCN(C(=O)OC(C)(C)C)C[C@@H]2C)ccc1N1CC[C@H](O)C1 | -7 | 5 | 3 | -5 | 58* | 9 | . | 6 | 35* | 10
Cc1onc(-c2ccccc2)c1C(=O)OCCOc1cccc(Cl)c1 | 0 | 4 | -8 | 2 | 4 | -1 | -18 | 4 | -7 | -5
O=C(c1cccs1)N(c1cccc(Cl)c1)C1C=CS(=O)(=O)C1 (stereo unspecified) | 1 | 1 | -1 | 0 | 1 | -2 | 2 | -1 | 3 | 0
O=C(COC(=O)c1ccc(F)cc1Cl)NC1CC1 | 1 | -3 | 1 | 2 | 2 | -5 | -2 | -6 | -2 | 0

(list continues)
Order of values: MBD2 DNA inh	GC-B act	GC-A act	UHRF1 MBD2 ctr	PRMT1 inh	SIAE inh	HTRA1 inh	TCR-CD3 inh	mABHD4 FP	rCAG binder
CC(=O)Nc1ccc(NC(=O)C2Cc3c(-c4ccc5c(c4)OCO5)ccnc3O2)cc1 (stereo unspecified)
  1	15	13	0	0	-2	.	2	-6	0
O=C(c1ccc(Br)o1)N1CC=C(c2ccccc2)CC1
  -7	-5	-3	-3	5	7	-7	-5	-1	4
Fc1ccc(-c2nnc(-c3ccc4ccccc4c3)o2)cc1
  2	-1	-7	1	7	-4	-26	0	-3	3
Cc1ccc(S(=O)(=O)N(C)C(=O)NC(=O)NS(=O)(=O)c2ccccc2)cc1
  2	2	1	2	-2	0	-3	4	-4	-1
Cc1ccc2c(c1)c1c3n2CCN=C3CCC1
  -3	-1	-5	-5	0	-2	18	1	-3	2
CCNC(=O)N(C)C[C@H]1N[C@@](Cc2ccccc2)(C(=O)OC)[C@H]2C(=O)N(C)C(=O)[C@@H]12
  -4	-9	4	-2	-2	10	-1	4	4	0
O=C(Cn1c2[n+](c3ccc(C(F)(F)F)cc31)CCCCC2)c1ccc2c(c1)OCCO2
  0	-4	1	-2	0	4	3	0	2	6
COc1cccc(-c2ccc(SCC(=O)NCCc3ccccc3)nn2)c1
  -6	-8	-5	-1	1	2	-3	5	0	-5
Cc1cc(C)c(NC(=S)N(CCN(C)C)C(C)c2cccnc2)c(C)c1 (stereo unspecified)
  -2	-3	-4	-2	4	10	5	-1	5	-4
O=Cc1ccccc1OCCOc1ccc([N+](=O)[O-])cc1
  2	-3	-2	0	3	-1	-3	-2	4	-1
CCCCCCc1ccc(N2C[C@H](CCCCC)[C@@H](CC(=O)NCc3ccc(OC)cc3)C2=O)cc1
  7	4	-2	0	3	3	-6	-5	-9	3
COc1ccc(C(=O)N/N=C2\CCc3ccccc32)cc1OC
  1	0	2	-2	0	5	-4	-2	1	-6
Cc1cc(NC(=O)COC(=O)C2=COCCO2)c([N+](=O)[O-])cc1C
  6	4	-2	-2	5	2	-2	-9	-3	-1
CCOc1ccc(N2CC(C(=O)Nc3cc(Cl)ccc3-n3cncn3)CC2=O)cc1 (stereo unspecified)
  -1	-6	-2	1	-1	4	4	0	4	1
O=C(O)/C=C/C(=O)NCCCc1ccccc1
  6	1	1	1	-7	-5	7	6	0	0
O=C(COC(=O)/C=C/c1cccc(C(F)(F)F)c1)NC(c1ccccc1)c1ccccc1
  5	2	3	4	-1	-5	5	-3	-1	-2
CC(=O)Oc1ccc2occ(-c3ccccc3)c2c1
  -5	-2	1	-1	2	-1	2	0	-6	-3
CCOC(=O)C1CCN(S(=O)(=O)c2ccc(OC)c(C(=O)N3CCCCCC3)c2)CC1
  8	9	1	0	0	-2	7	-3	-2	-9
CCCC(c1nnnn1CCOC)N1CCN(Cc2ccccc2)CC1 (stereo unspecified)
  1	4	-2	1	2	-7	-8	-10	3	-7
COc1ccc(OC)c(NC(=O)CSc2nnc(Cc3cccn3C)n2CCc2ccccc2)c1
  0	-4	-19	-1	-3	14	-9	4	4	-5
CNc1nc(NC)c2cn[nH]c2n1
  0	-6	0	3	-5	0	1	-5	1	0
CCOC(=O)C1CCCN(C(=S)Nc2ccc(F)cc2)C1 (stereo unspecified)
  -4	1	2	2	-4	0	-1	3	8	-2
O=C(CN1c2ccccc2S(=O)(=O)c2ccccc21)NCc1ccc(F)cc1
  2	-3	-1	0	-3	4	-2	4	5	7
COC(=O)c1ccc(C)c(NC(=O)CN2C(=O)c3ccccc3S2(=O)=O)c1
  7	2	-4	3	0	1	-3	-10	-6	-2
COCCNC(=O)c1cc(S(=O)(=O)N2CCCCC2)ccc1N1CCOCC1
  3	3	2	-1	2	8	1	-5	6	-5
Cc1ccc(C)c(-n2c(SCC(=O)N3CCC(C(=O)O)CC3)nnc2-c2cccc(Cl)c2)c1
  0	-5	2	-1	-9	2	6	1	5	2
OCCNCCCCCOc1ccc(F)cc1
  4	1	1	-2	0	-2	-1	6	2	1
